Bioassay records: PubChem, several laboratories
NCOA1 inh: human NCOA1 inhibition; Q15788; HEK293 GAL4-SRC1 luciferase reporter, luminescence; inhibition, % at 3.6 µM; 0.12% of 360,000 active; AID 588354;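 active = inhibition above the campaign mean plus 3 SD, with each screening campaign given its own cutoff, cut at about 60% in these data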;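 note: 0% = DMSO treated cells and 100% = gossypol at 36 µM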
NOD2 RIPK2 PPI: inhibitors of human NOD2-RIPK2 interaction; O43353; CHO BLA complementation NOD2-RIPK2, CCF4 ratio; inhibition, % at 4.98 µM; 0.38% of 360,000 active; in the data active = inhibition above about 21%;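 note: 0% = vehicle only and 100% = reference blocker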
ABHD5 PLIN5 PPI: ABHD5-PLIN5 protein interaction inhibition; Q00G26+Q8WTS1; Split G. princeps luciferase complementation, luminescence, 4 h; inhibition, % at 4 µM; 0.78% of 360,000 active;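 active = inhibition above the mean inhibition across every tested compound plus 3 SD, cut at about 22% in these data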;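 note: 0% = DMSO only wells and the 100% control is not disclosed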
Target sequence (Q00G26 whole entry, looked up): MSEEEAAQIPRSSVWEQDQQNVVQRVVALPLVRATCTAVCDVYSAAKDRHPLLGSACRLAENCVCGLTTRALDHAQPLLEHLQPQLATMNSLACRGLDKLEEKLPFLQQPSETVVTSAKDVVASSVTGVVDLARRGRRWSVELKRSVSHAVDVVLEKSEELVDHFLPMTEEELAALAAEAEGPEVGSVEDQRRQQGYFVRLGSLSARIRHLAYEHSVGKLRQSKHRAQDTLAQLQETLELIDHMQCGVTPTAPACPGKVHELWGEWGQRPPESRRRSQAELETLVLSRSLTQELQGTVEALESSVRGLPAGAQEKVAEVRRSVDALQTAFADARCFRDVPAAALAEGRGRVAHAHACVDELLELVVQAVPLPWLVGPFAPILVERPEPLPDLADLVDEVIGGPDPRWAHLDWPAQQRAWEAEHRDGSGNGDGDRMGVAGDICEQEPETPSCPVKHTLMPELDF
Target sequence (Q8WTS1 whole entry, looked up): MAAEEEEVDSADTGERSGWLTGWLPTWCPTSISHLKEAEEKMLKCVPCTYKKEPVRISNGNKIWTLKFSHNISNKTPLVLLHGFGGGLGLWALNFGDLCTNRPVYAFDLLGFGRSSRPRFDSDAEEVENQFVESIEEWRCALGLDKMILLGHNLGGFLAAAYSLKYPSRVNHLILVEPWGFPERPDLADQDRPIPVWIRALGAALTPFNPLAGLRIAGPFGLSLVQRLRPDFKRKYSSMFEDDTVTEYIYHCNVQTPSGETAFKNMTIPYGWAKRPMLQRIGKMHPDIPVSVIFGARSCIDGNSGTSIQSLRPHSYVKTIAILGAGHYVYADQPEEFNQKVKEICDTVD
COUP-TFII inh: inhibitors of human COUP-TFII (NR2F2) | P24468 | HEK293T NGFI-A luciferase reporter, luminescence | inhibition, % at 8.6 µM | 0.7% of 370,000 active;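 active = inhibition above a per-plate cutoff, mean inhibition of test wells between control levels plus 3 SD, cut at about 38% in these data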;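 note: cells cotransfected with COUP-TFII expression vector driving the NGFI-A reporter; 0% = median of COUP-TF2 test wells and 100% = reporter-only cells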
TLR9-MyD88 block: blocks human TLR9 binding to MyD88. CHO BLA complementation TLR9-MyD88, CCF4 FRET ratio. inhibition, % at 4.98 µM. 0.21% of 340,000 active. AID 504734;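 active = inhibition above the mean over all tested compounds plus 3 SD, cut at about 21% in these data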;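 note: 0% = DMSO only wells and 100% = clavulanate BLA inhibitor control wells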
LMP1 NFkB inh: Epstein-Barr LMP1 NF-kappaB reporter inhibition; LMP1-induced NF-kappaB luciferase reporter cells, luminescence; 0.69% of 350,000 active; AID 504558; inhibition, % at 12.5 µM; in the data active = inhibition above about 41%;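 note: 0% = neutral control wells and 100% = reference inhibitor control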
MC4R barr agon: activates human MC4R beta-arrestin recruitment; P32245; activation, % at 8.9 µM; 0.98% of 360,000 active; U2OS MC4R beta-arrestin complementation, luminescence; percent of melanotan II response, DMSO zero;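 active = activation above a per-plate cutoff, the mean activation of sample wells on that plate plus 3 SD, cut at about 8% in these data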
NCOA2 inhibitor: human SRC2 (NCOA2) inhibition | Q15596 | HEK293 GAL4-SRC2 luciferase reporter, luminescence | inhibition, % at 9 µM | 0.17% of 370,000 active;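 active = inhibition above the mean inhibition of all tested compounds plus 3 SD, set per campaign, cut at about 52% in these data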;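 note: 0% = DMSO treated cells and 100% = cells given Gossypol at 36 µM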
LRH-1 inv ag: suppresses constitutive activity of human LRH-1. O00482. HEK293T StAR-luciferase reporter, LRH-1 transfected, 24 h. inhibition, % at 3.6 µM. 0.13% of 360,000 active. AID 602396;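 active = inhibition above the mean inhibition of all tested compounds plus 3 SD, cut at about 73% in these data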;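 note: 0% = DMSO wells and 100% = reporter-only cells lacking LRH-1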
NCOA3 inh: inhibitors of human steroid receptor coactivator 3 (SRC3); 0.17% of 360,000 active; HEK293 GAL4-SRC3 luciferase reporter, luminescence; inhibition, % at 3.6 µM; Q9Y6Q9;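 active = inhibition above a per-campaign cutoff, the mean of all compounds plus 3 SD, cut at about 60% in these data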;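 note: 0% = DMSO-treated cells and 100% = gossypol-treated cells at 36 µM; higher means less SRC3-driven luciferase light from the GAL4 reporter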
MC4R antagonist: antagonists of human melanocortin 4 receptor (MC4R); P32245; MC4R-expressing cells, MTII-stimulated cAMP, LANCE TR-FRET; inhibition, % at 6.5 µM; 0.48% of 360,000 active; AID 540295;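 active = inhibition above its plate's cutoff, the mean of tested wells on that plate plus 3 SD, cut at about 29% in these data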;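 note: 0% = Melanotan II alone and 100% = Melanotan II plus saturating MCL0020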
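Test system: U2OS cells stably expressing human melanocortin 4 receptor (MC4R); also added: Melanotan II challenge; compound: 6.5 µM single dose; timing: 30-min compound preincubation, 1-h Melanotan II challenge, 1-h detection, room temperature; signal: Eu-cAMP/anti-cAMP TR-FRET, emission 671 nm; repeats: one well per compound, no replicates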
An asterisk follows results filed as active; · = no result given. These rows are one share of the data. The share of hits here may be higher or lower than overall.

NCOA1 inh | NOD2 RIPK2 PPI | ABHD5 PLIN5 PPI | COUP-TFII inh | TLR9-MyD88 block | LMP1 NFkB inh | MC4R barr agon | NCOA2 inhibitor | LRH-1 inv ag | NCOA3 inh | MC4R antagonist | structure
11 | 1 | 13 | 16 | 4 | 3 | -1.1 | 17 | 14 | 6 | -3 | CN1CCN(S(=O)(=O)c2ccc(N3CCN(c4ccccc4O)CC3)c([N+](=O)[O-])c2)CC1
-12 | 2 | -3 | -16 | · | -6 | -0.1 | -1 | -18 | -4 | 2 | CCCCC(=O)Nc1ccc(NC(=S)NC(=O)c2ccco2)cc1OC
4 | 9 | 10 | 11 | -1 | 4 | -1.8 | -14 | 33 | 20 | -22 | CCOc1cc(N2CCOCC2)c(OCC)cc1NS(=O)(=O)c1ccc(Cl)s1
-16 | -15 | -7 | 0 | -4 | 1 | 0.3 | -9 | 6 | -6 | 3 | O=C1c2ccccc2S(=O)(=O)N1Cc1c(F)cccc1Cl
-3 | -7 | 5 | -2 | 13 | 5 | 0.2 | 8 | 12 | -2 | 4 | COCCN(Cc1cccs1)S(=O)(=O)c1ccc(-c2ccc(=O)[nH]n2)s1
-7 | -13 | 1 | 5 | 3 | -1 | 0.9 | 1 | -8 | -12 | -1 | Cc1occc1C(=O)Nc1ccccc1C(=O)O
-5 | -6 | -1 | 3 | -5 | -1 | -1.2 | -9 | 3 | 5 | 4 | CC(=O)Nc1nc(Cn2nnc(-c3ccc4c(c3)OCO4)n2)nc(N(C)C)n1
-31 | -7 | 2 | 31 | 0 | 9 | 0.4 | -12 | 16 | 8 | 7 | Cc1ccc2[nH]c(=O)c(CN(CCCN(C)C)C(=O)Nc3ccc(F)cc3)cc2c1
7 | -2 | -6 | 10 | 12 | 6 | -2.7 | 3 | 1 | 10 | -2 | CN(C(=O)CSc1ncnc2ccccc12)C1CCS(=O)(=O)C1 (configuration not stated)
-4 | 1 | 0 | -1 | -8 | -2 | -0.5 | -1 | -5 | -1 | -3 | CN(Cc1c(F)cccc1Cl)c1ccc(S(=O)(=O)N2CCOCC2)cn1
-9 | 2 | 3 | 5 | -3 | -1 | 0.3 | -3 | -1 | -17 | -3 | CN1OC[C@@H]2CN(C(=O)CCc3ccccc3)[C@H](c3cccc(-c4ccc(C#N)cc4)c3)C[C@@H]21
-21 | 5 | -2 | 8 | -11 | 15 | -2.3 | 11 | -12 | 11 | 10 | Cc1ccc(-n2c([S-])c(C(=O)Nc3ccc(OC(F)F)cc3)[n+]3ccc(C(=O)NCCO)cc23)cc1C
-12 | -5 | -1 | -2 | -16 | -6 | -4.4 | 16 | 7 | -10 | 16 | Cc1nn(C(C)C(=O)NCC2CCCO2)c(=O)c2c1sc1ccccc12 (configuration not stated)
-21 | -2 | -2 | -25 | 0 | -16 | -2.3 | -12 | -12 | -19 | 10 | c1ccc(CCc2nc(-c3ccncc3)no2)cc1
-18 | 5 | 1 | -15 | 0 | -1 | -3.7 | -6 | 11 | -7 | 4 | COC(=O)C1CCN(S(=O)(=O)CCNC(=O)c2ccc3c(c2)OCO3)CC1
-1 | -4 | 1 | 0 | -5 | -1 | -0.4 | -11 | 2 | -6 | 2 | CN(c1ccccc1)S(=O)(=O)c1ccc(-c2ccccc2)cc1
3 | -4 | -2 | -19 | 1 | -6 | 1.2 | 2 | 7 | 23 | -3 | Cc1nn2c(C(F)(F)F)cc(-c3ccc(Cl)cc3)nc2c1C(=O)N1CCOCC1
-6 | -3 | 3 | 10 | -5 | 1 | -3.3 | 4 | 0 | 15 | 14 | O=C(CCNC(=O)c1ccco1)Nc1ccc(N2CCOCC2)cc1
-57 | -10 | -2 | 14 | -6 | 5 | 0.6 | -17 | 6 | -12 | 15 | O=C(O)c1ccc(NS(=O)(=O)c2cccc(C(=O)Nc3ccc(Br)cc3)c2)cc1
-6 | 0 | 1 | 4 | -3 | -9 | 0.4 | -31 | 7 | 22 | 7 | COC(=O)[C@@H]1C[C@@]2(O)[C@H](O)[C@H](O)[C@H](O)C[C@H]2N1CC1CC1
-9 | 1 | -5 | 6 | -2 | 1 | 1.5 | 3 | -26 | -8 | 22 | COc1ccc(CC(=O)N/N=C(\C)CC(=O)Nc2ccc3c(c2)OCCO3)cc1
-67 | -3 | 10 | -53 | 4 | -30 | 5.3 | -31 | -103 | -58 | -11 | COc1nc(-c2ccccc2)ccc1-c1noc(C)n1
-4 | -9 | -3 | -11 | -1 | -5 | -0.1 | -1 | 14 | 11 | 0 | CCC(C)c1ccccc1NS(=O)(=O)c1cnn(CC)c1 (configuration not stated)
8 | -11 | 0 | 9 | · | · | -1.3 | -30 | 12 | -11 | 5 | CC1(C(=O)NS(=O)(=O)c2ccc(Cl)cc2)CCN1C(=O)c1cccc(F)c1 (configuration not stated)

Taken from the listing (seven entries):
NCOA1 inh | NOD2 RIPK2 PPI | ABHD5 PLIN5 PPI | COUP-TFII inh | TLR9-MyD88 block | LMP1 NFkB inh | MC4R barr agon | NCOA2 inhibitor | LRH-1 inv ag | NCOA3 inh | MC4R antagonist | structure
3 | -4 | -2 | -19 | 1 | -6 | 1.2 | 2 | 7 | 23 | -3 | Cc1nn2c(C(F)(F)F)cc(-c3ccc(Cl)cc3)nc2c1C(=O)N1CCOCC1
-6 | -3 | 3 | 10 | -5 | 1 | -3.3 | 4 | 0 | 15 | 14 | O=C(CCNC(=O)c1ccco1)Nc1ccc(N2CCOCC2)cc1
-57 | -10 | -2 | 14 | -6 | 5 | 0.6 | -17 | 6 | -12 | 15 | O=C(O)c1ccc(NS(=O)(=O)c2cccc(C(=O)Nc3ccc(Br)cc3)c2)cc1
-6 | 0 | 1 | 4 | -3 | -9 | 0.4 | -31 | 7 | 22 | 7 | COC(=O)[C@@H]1C[C@@]2(O)[C@H](O)[C@H](O)[C@H](O)C[C@H]2N1CC1CC1
-9 | 1 | -5 | 6 | -2 | 1 | 1.5 | 3 | -26 | -8 | 22 | COc1ccc(CC(=O)N/N=C(\C)CC(=O)Nc2ccc3c(c2)OCCO3)cc1
-67 | -3 | 10 | -53 | 4 | -30 | 5.3 | -31 | -103 | -58 | -11 | COc1nc(-c2ccccc2)ccc1-c1noc(C)n1
-4 | -9 | -3 | -11 | -1 | -5 | -0.1 | -1 | 14 | 11 | 0 | CCC(C)c1ccccc1NS(=O)(=O)c1cnn(CC)c1 (configuration not stated)

Additional entries follow.
NCOA1 inh | NOD2 RIPK2 PPI | ABHD5 PLIN5 PPI | COUP-TFII inh | TLR9-MyD88 block | LMP1 NFkB inh | MC4R barr agon | NCOA2 inhibitor | LRH-1 inv ag | NCOA3 inh | MC4R antagonist | structure
0 | -4 | 3 | 4 | -3 | 5 | -0.8 | 8 | -6 | 8 | 3 | Cc1ccccc1NC(=O)c1cccc(S(C)(=O)=O)c1
17 | 2 | 12 | -12 | -15 | -61 | 1.3 | 6 | 39 | 18 | 13 | Nc1c(C(=O)NCc2ccccc2)c2nc3ccccc3nc2n1CCCN1CCOCC1
0 | 7 | -12 | -25 | 1 | 40* | 0.6 | -6 | -33 | 3 | 15 | Cc1nc2ncccn2c1-c1csc(Nc2ccccc2)n1
-2 | 7 | -41 | -5 | 2 | -6 | -2.6 | -32 | 9 | -5 | 0 | COc1c2c(c3c(c1OC)c(=O)c1ccccc1n3C)OCO2
2 | -2 | 4 | 4 | -12 | -10 | -1.2 | -13 | -6 | 0 | 12 | CCOc1c2ccc(C(=O)NCc3ccc(C)cc3)cc2nn1CCOC
-23 | 5 | -4 | -1 | 5 | 10 | -0.9 | -12 | -6 | -24 | 4 | Cc1sc(NC(=O)CSc2nnnn2C2CCCCC2)c(C#N)c1C
-41 | -14 | -9 | -26 | 0 | 1 | -1.3 | -26 | -122 | -48 | 0 | COc1cccc(/C=N/NC(=S)Nc2cccc(C(=O)O)c2)c1
0 | -5 | 13 | 0 | -1 | 1 | 0.0 | -16 | 5 | -6 | 10 | C[C@H]1CN([C@@H](C)CO)C(=O)c2cccc(NC(=O)c3ccncc3)c2O[C@H]1CN(C)C(=O)Nc1ccccc1
-34 | -7 | -4 | 1 | -1 | -8 | -2.4 | -7 | -17 | -2 | 22 | O=C1Nc2ccccc2Nc2ccc([N+](=O)[O-])cc21
0 | 2 | -6 | -2 | -5 | 34 | 0.5 | -12 | 9 | -7 | 5 | CCn1c(NC(=O)Nc2ccccc2OC)nc2ccccc21
-1 | -7 | -1 | 2 | -4 | -6 | -1.5 | -7 | 17 | -17 | 2 | CCCC(=O)Nc1ccc(C(=O)NNC(=O)c2ccco2)cc1
4 | 0 | 9 | -1 | 3 | 2 | 2.5 | -21 | -1 | 15 | 4 | Nc1nonc1C(=O)OCC(=O)c1ccc(Cl)cc1
5 | 1 | 4 | -7 | 6 | 0 | -1.0 | -1 | 7 | 2 | 7 | CN1CCN(c2ccc([N+](=O)[O-])cc2C(=O)c2ccccc2)CC1
-2 | -7 | -8 | -27 | -6 | -11 | -0.7 | 4 | -19 | 6 | 9 | Cc1cc(NC(=O)CSC2=NCCS2)no1
-51 | 0 | -1 | 0 | -4 | -5 | 1.5 | -32 | -23 | 0 | 3 | CC(C)c1ccc(NC(=O)N2CCCC2C(=O)Nc2ccc(-n3cnnn3)cc2)cc1 (configuration not stated)
6 | 1 | 2 | 10 | -14 | -5 | 0.9 | 7 | 8 | -18 | 3 | COC(=O)c1ccc(CSc2nc3ccccc3c(=O)n2CC(C)C)o1
22 | 12 | 3 | 45* | 0 | 10 | -1.9 | 13 | 29 | 27 | 0 | CN(Cc1cccc2cnccc12)C(=O)c1cc(COc2ccc(F)cc2F)on1
-1 | 1 | -3 | 6 | 4 | 0 | -1.0 | -10 | 9 | 0 | 9 | COc1ccccc1-c1noc2ncnc(Nc3ccc4c(c3)OCO4)c12
2 | -3 | -3 | -6 | · | · | -2.5 | -3 | -1 | 8 | 0 | Cc1nc(C(F)(F)F)ccc1C(=O)N1CCC1(C)C(=O)NS(=O)(=O)c1c(C)noc1C (configuration not stated)
-16 | 0 | 1 | 4 | 6 | -1 | -0.1 | -36 | 1 | -9 | 14 | COc1cc(NS(=O)(=O)c2ccc(N/C=C(\C=O)c3nc4cc(Cl)ccc4o3)cc2)nc(OC)n1
6 | -13 | 7 | -7 | -11 | 4 | 1.8 | -22 | -5 | 0 | 20 | Cc1ccc(NS(=O)(=O)c2cccs2)c(C)c1
-2 | 1 | -8 | -17 | -2 | -12 | -0.8 | -1 | -16 | -23 | 0 | S=C(NCC1CCCO1)c1ccc(Br)cc1 (configuration not stated)
